Compound activity from PubChem.
KOR beta-arrestin-1 – kappa opioid receptor activators – cell-based, luminescence, uHTS, primary screen (AID 1777); 280,000 compounds, 0.02% hits; activation, % at 10 µM; hits with a dose series show EC50 in µM; KOR beta-arrestin recruitment, luminescence; higher % means a stronger effect; in the data active = activation above about 50%, passing the limit was not always enough; also: a part of the inactive calls stands beside numbers as strong as those of hits
AID2073 – inhibitors of Mint1-CaV2.2 protein interaction, biochemical, HTRF (AID 2073); HTRF protein-protein interaction, Mint1-CaV2.2; higher % means a stronger effect; inhibition, % at 20 µM; hits with a dose series show IC50 in µM; 290,000 compounds, 0.19% hits; in the data active = inhibition mostly above about 51%, no sharp cut-off; inconclusive = no clear call, values can overlap the other calls; inactive = mostly below about 53%; also: some results filed as inactive read as strong as hits
KOR beta-arrestin-2 – kappa opioid receptor blockers – cell-based, luminescence, uHTS (AID 1778); KOR beta-arrestin recruitment, luminescence, antagonist mode; higher % means a stronger effect; 290,000 compounds, 0.091% hits; inhibition, % at 10 µM, or IC50 in µM where a hit was titrated; also: strong numbers were not always called active
HIV fusion peptide – cell-free HIV fusion peptide-binding blockers – biochemical, uHTS, fluorescence dequenching, primary screen (AID 1986). inhibition, % at 20 µM, or IC50 in µM where a hit was titrated. cell-free peptide binding, fluorescence dequenching, 30 min; higher % means a stronger effect. 290,000 compounds, 0.3% hits; in the data active = inhibition mostly above about 52%, no sharp cut-off; inactive = mostly below about 76%; also: some results filed as inactive read as strong as hits
Yfh1-off respiration – mitochondrial function rescue without frataxin homolog – Friedreich's ataxia, plus single-dose screen, dose response (AID 1465) | S. cerevisiae Yfh1-off respiration, WST-1 reduction, 72 h; higher fold induction means a stronger effect | one-dose fold induction at 50 µM; EC50 in µM for titrated hits | 220,000 compounds, 0.074% hits;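 active = fold induction of absorbance versus untreated yeast above a set limit, then at least 30% activation at any dose in follow-up; inconclusive = repeats straddling the limit, or above it without dose testing; inactive = fold induction below the set limit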;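 also: activators that raise dye reduction in frataxin-depleted yeast; strong numbers were not always called active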
NS5 inhibitors – flavivirus cap methylation enzyme inhibition – biochemical, confirmation dose response, primary screen (AID 588689) | 340,000 compounds, 0.3% hits | inhibition, % at 25 µM; hits with a dose series show IC50 in µM | Dengue-2 NS5 methyltransferase capping enzyme assay, biochemical; higher % means a stronger effect; in the data active = a potency from the dose series; inconclusive = inhibition above about 29% without an active follow-up result
NOD2 inhibition – NOD2 signaling inhibitors, cell-based, luminescence, uHTS, HEK293 (AID 1566) | HEK293 NOD2/NF-kB luciferase reporter, luminescence; higher % means a stronger effect | inhibition, % at 4 µM; hits with a dose series show EC50 in µM | 290,000 compounds, 0.63% hits; also: many of its hits are not listed in these tables
West Nile antiviral – inhibition of WNV-induced cytopathic effect – cell-based, CPE readout (AID 1621); West Nile virus-infected cells, CPE inhibition; higher % means a stronger effect; CPE inhibition, % at 10 µM; hits with a dose series show IC50 in µM; 290,000 compounds, 0.02% hits; in the data active = a potency from the dose series; inconclusive = CPE inhibition mostly from about 3.7% at the one dose, without a potency; inactive = the rest, 99 in 100 with CPE inhibition below about 2.2%; also: strong numbers were not always called active
NOD1 NF-kB reporter – NOD1 signaling inhibitors, primary screen, cell-based, luminescence, uHTS (AID 1578); NOD1-driven NF-kB luciferase reporter cells, luminescence; higher % means a stronger effect; inhibition, % at 4 µM; hits with a dose series show EC50 in µM; 290,000 compounds, 1% hits; in the data active = inhibition mostly above about 36%, no sharp cut-off; inactive = mostly below about 34%;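 also: HEK-293T reporter cells stimulated with the NOD1 agonist gamma-tri-DAP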
NS5 inhibitors pilot replicate – second read-out of NS5 inhibitors, no call of its own (marks repeat the call); inhibition, %; measured here: pilot screen replicate inhibition
Active calls of the source: *; i = inactive; ? = inconclusive; nt = no result given; [ ] = another dose, or the depositor's remark. Rule as the data show it, unless noted: active = inhibition above about 50%; inactive = the rest.

SMILES	KOR beta-arrestin-1	AID2073	KOR beta-arrestin-2	HIV fusion peptide	Yfh1-off respiration	NS5 inhibitors	NOD2 inhibition	West Nile antiviral	NOD1 NF-kB reporter	others
CCOC(=O)C1CCN(C(=O)CCCOc2ccccc2)CC1	-3.8%	-8%	-50%	-0.4%	i	1%	-60%	0.3%	-32%
COc1cc(-c2nnco2)cc(OC)c1OC	-1.9%	-1%	-19%	-2.9%	i	nt	16%	0.5%	8%
COc1cc(NC(=O)c2cc(C)no2)c(OC)cc1Cl	3.5%	6%	14%	0.9%	nt	-4%	-14%	-1.0%	-8%
CC(C)N(Cc1ccccc1)C(=O)C1CCN(c2ncnc3c2nc2n3CCCCC2)CC1	3.5%	-7%	-60%	1.8%	nt	-4%	22%	-0.1%	14%
N#CCSc1nc2c(cc1C#N)CCCC2	4.8%	11%	7%	8.0%	i	-1%	0%	-0.8%	-11%
Cc1ccc(-c2nc(SCC(=O)N(C)C3CCS(=O)(=O)C3)[nH]c2-c2ccc(C)cc2)cc1 (configuration not stated)	-1.5%	-4%	8%	-2.7%	i	0%	2%	0.9%	-6%
COc1ccc(N=C2SCC(c3ccccc3)=NN2C)cc1	-2.5%	?	12%	0.9%	i	9%	7%	-0.4%	-10%
COc1cc(/C=N/NS(=O)(=O)c2ccc(C)c([N+](=O)[O-])c2)ccc1O	-2.0%	0%	-36%	-2.8%	i	3%	20%	0.0%	-5%
COc1ccc(-c2cn(-c3ccc(C)c(C)c3)c(=S)[nH]2)cc1OC	-18%	-34%	22%	-4.3%	nt	-5%	-82%	-0.1%	-12%
CC(C)Sc1nc(NCc2ccco2)c2c3c(sc2n1)COC(C)(C)C3	18%	-1%	-17%	1.0%	i	5%	-12%	0.0%	-28%
O=C(O)c1cccc(Cn2cc(Cl)cn2)c1	-11%	8%	-5%	0.8%	i	-5%	0%	0.2%	6%
COC(=O)c1cnn(-c2ccc(C)c(C)c2)c1-n1cccc1	-2.1%	11%	21%	0.7%	i	-3%	8%	1.1%	1%
CCCn1c(C2CCCN2c2nc(-c3cccc(Br)c3)cs2)nc2ccccc21 (configuration not stated)	0.7%	-13%	-36%[20 µM]	0.4%	nt	0%	6%	-0.6%	0%
Cc1ccc(N(C(=O)c2ccn[nH]2)C(C(=O)NC2CCCC2)c2cccs2)cc1 (configuration not stated)	-2.4%	-4%	-39%	-0.6%	i	nt	8%	-0.8%	-10%
CC12CC(NC(=O)N1c1cccc(C(=O)NCc3ccc4c(c3)OCO4)c1)c1cc(Cl)ccc1O2 (configuration not stated)	-7.7%	0%	-16%	1.4%	i	1%	-8%	-0.3%	1%
COc1ccccc1/C=N/NC(=O)C(=O)Nc1ccccc1OC(F)(F)C(F)F	3.5%	-3%	0%	1.5%	i	3%	4%	-0.4%	-30%
O=C(Nc1ccccc1Cl)c1ccccc1S(=O)(=O)c1ccccc1[N+](=O)[O-]	-5.7%	-6%	13%	-0.7%	i	1%	12%	0.0%	-10%
CCCCOCCCNC(=O)c1ccccc1OCC	-3.8%	2%	19%	-1.1%	i	0%	7%	2.5%	-7%
COc1ccc(CN2CC34C=CC(O3)C(C(=O)O)C4C2=O)cc1 (configuration not stated)	-4.3%	-10%	27%	-3.7%	i	0%	18%	0.3%	-1%
Cn1c(=O)n(-c2ccc(Cl)cc2)c(=O)c2c3c(sc21)COC(C)(C)C3	-1.4%	-1%	7%	0.2%	i	-4%	16%	-0.6%	6%	NS5 inhibitors pilot replicate=0.0

Sorted by molar mass (smallest number first): part of the list above
SMILES	KOR beta-arrestin-1	AID2073	KOR beta-arrestin-2	HIV fusion peptide	Yfh1-off respiration	NS5 inhibitors	NOD2 inhibition	West Nile antiviral	NOD1 NF-kB reporter	others
N#CCSc1nc2c(cc1C#N)CCCC2	4.8%	11%	7%	8.0%	i	-1%	0%	-0.8%	-11%
COc1cc(-c2nnco2)cc(OC)c1OC	-1.9%	-1%	-19%	-2.9%	i	nt	16%	0.5%	8%
COc1cc(NC(=O)c2cc(C)no2)c(OC)cc1Cl	3.5%	6%	14%	0.9%	nt	-4%	-14%	-1.0%	-8%
CCOC(=O)C1CCN(C(=O)CCCOc2ccccc2)CC1	-3.8%	-8%	-50%	-0.4%	i	1%	-60%	0.3%	-32%
COc1ccccc1/C=N/NC(=O)C(=O)Nc1ccccc1OC(F)(F)C(F)F	3.5%	-3%	0%	1.5%	i	3%	4%	-0.4%	-30%
O=C(Nc1ccccc1Cl)c1ccccc1S(=O)(=O)c1ccccc1[N+](=O)[O-]	-5.7%	-6%	13%	-0.7%	i	1%	12%	0.0%	-10%
Cc1ccc(-c2nc(SCC(=O)N(C)C3CCS(=O)(=O)C3)[nH]c2-c2ccc(C)cc2)cc1 (configuration not stated)	-1.5%	-4%	8%	-2.7%	i	0%	2%	0.9%	-6%

Random excerpt: 2 entries already listed.
SMILES	KOR beta-arrestin-1	AID2073	KOR beta-arrestin-2	HIV fusion peptide	Yfh1-off respiration	NS5 inhibitors	NOD2 inhibition	West Nile antiviral	NOD1 NF-kB reporter	others
COc1cc(-c2nnco2)cc(OC)c1OC	-1.9%	-1%	-19%	-2.9%	i	nt	16%	0.5%	8%
COc1ccc(-c2cn(-c3ccc(C)c(C)c3)c(=S)[nH]2)cc1OC	-18%	-34%	22%	-4.3%	nt	-5%	-82%	-0.1%	-12%

(list continues)
SMILES	KOR beta-arrestin-1	AID2073	KOR beta-arrestin-2	HIV fusion peptide	Yfh1-off respiration	NS5 inhibitors	NOD2 inhibition	West Nile antiviral	NOD1 NF-kB reporter	others
Cc1c(C2(c3c(C)n(C)n(-c4ccccc4)c3=O)C(=O)Nc3ccc(F)cc32)c(=O)n(-c2ccccc2)n1C	2.6%	-4%	-30%	-0.2%	i	5%	4%	0.1%	11%
O=C1CS/C(=N/N=C/c2ccco2)N1Cc1ccc(F)cc1	-2.8%	5%	37%	9.6%	i	nt	4%	-0.2%	-8%
CSc1nccc(NC(=O)c2cccc(Br)c2)n1	0.6%	-1%	-12%	0.1%	nt	0%	0%	-1.1%	-21%
COc1cc(O)oc1C=Nc1ccccc1	9.6%	9%	8%	-2.0%	i	-10%	-30%	0.0%	22%
Clc1cccc(NCc2nnc(SCc3ccccc3Cl)o2)c1	-5.6%	-14%	-15%	-0.6%	nt	-6%	-6%	nt	-25%
CCN(CC)S(=O)(=O)c1ccc(Cc2ncc(C(F)(F)F)cc2Cl)s1	-9.4%	5%	24%	1.2%	i	-2%	4%	?	10%
CS(=O)(=O)N1CCC(C(=O)N2CCC(Cc3ccccc3)CC2)CC1	-1.8%	-7%	-29%	-2.7%	i	-2%	-4%	-1.1%	nt
Nc1[nH]ncc1N=Nc1ccc(Cl)cc1	2.3%	5%	-37%	1.3%	i	-7%	-55%	0.4%	2%
CCC(=O)c1ccc(N2CCN(S(=O)(=O)c3ccccc3)CC2)c(F)c1	2.7%	30%	-11%	1.7%	i	-8%	-2%	-0.8%	6%
C=CCN1C(=O)C(Cc2ccc(SC(F)F)cc2)SC1=Nc1ccc(C(=O)O)cc1 (configuration not stated)	1.8%	4%	6%	4.9%	i	7%	0%	0.6%	6%
CN(C)S(=O)(=O)c1ccc(C(=O)NCc2nnc(SCC(=O)Nc3ccc(F)cc3)n2-c2ccc(F)cc2)cc1	5.6%	-3%	-12%	-0.8%	i	1%	14%	0.1%	-13%
COc1cc(/C=N/NC(=O)Cc2ccccc2)cc(OC)c1OC	-7.4%	-7%	-6%	0.0%	nt	-7%	5%	-0.2%	-31%
COc1ccc(C)cc1NC(=O)CCC(=O)Nc1nnc(C(F)(F)F)s1	-3.2%	11%	19%	-1.4%	i	-8%	7%	0.2%	-3%
CCOC(=O)CNC(=O)C1(/C=C/c2ccccc2)CC(=O)N1c1ccc(OC)cc1 (configuration not stated)	3.0%	-8%	1%	0.1%	nt	-8%	-2%	-0.8%	-7%
CCOc1ccc(NC(=O)CCn2cccc2)cc1	-5.4%	-5%	20%	0.6%	i	-1%	-9%	0.7%	-28%
O=C(COc1ccc(Cl)cc1)Nc1ccc2[nH]ncc2c1	-4.7%	0%	-14%[20 µM]	0.4%	nt	1%	5%	-0.8%	-7%
CC(=O)Oc1ccc2nc(-c3ccc(Br)o3)oc(=O)c2c1	-3.7%	-3%	20%	2.1%	nt	-11%	0%	0.9%	-16%
O=[N+]([O-])c1ccc(C=Nc2ccc(Cl)c([N+](=O)[O-])c2)s1	-1.5%	-2%	-87%[20 µM]	-1.5%	i	-7%	-8%	-0.7%	-20%
Cc1cc(F)ccc1NCC(=O)Nc1ccc(Br)cc1C	-3.4%	6%	15%	0.2%	i	-2%	-10%	-0.2%	-28%
Cc1cc(C(=S)N2CCOCC2)c(C)n1-c1ccc(Cl)cc1	3.3%	-30%	-30%	1.3%	i	6%	-6%	-0.9%	12%
COc1ccc(-c2csc(/C(C#N)=C\c3cccc([N+](=O)[O-])c3)n2)cc1	-3.4%	10%	4%	2.6%	i	nt	20%	-0.4%	-40%
Cc1cc(/C=C2/NC(=O)NC2=O)c(C)n1C	0.9%	2%	-11%	7.8%	i	4%	5%	-0.1%	2%
O=C(CSc1nnnn1-c1ccccc1)Nc1ncc(Cc2cccc(Cl)c2Cl)s1	-5.1%	3%	18%	-0.9%	i	-7%	-7%	-0.5%	-17%
c1ccc(SCc2cn3cccnc3n2)nc1	-3.6%	8%	12%	-1.2%	i	3%	12%	0.2%	-27%
CSC1=NCCN1C(=O)c1ccc2c(c1)OCO2	-5.4%	-1%	32%	-1.9%	i	-3%	4%	0.3%	12%
COc1ccccc1CCNC(=O)c1ccc(OC)c(OC2CCN(C(C)C)CC2)c1	-5.1%	2%	13%	0.9%	nt	-3%	-6%	1.0%	-32%
CN1c2ccsc2C(O)=C(C(=O)Nc2ccccc2)S1(=O)=O	-1.8%	9%	-17%	2.1%	i	1%	5%	0.4%	-19%
COC(=O)C1C2C=CC3(CN(C4CCCC4)C(=O)C13)O2 (configuration not stated)	5.4%	1%	-21%	1.9%	i	4%	-5%	-0.1%	-29%
COc1ccc(NC(=O)CO/N=C2\CCCc3nonc32)cc1	3.6%	5%	16%	1.4%	i	3%	3%	0.1%	-29%
CCC1ON(C(C)C)C2c3nc4ccccc4n3CC12 (configuration not stated)	-0.1%	20%	27%	-0.2%	i	5%	12%	0.0%	7%
C=CCC1NS(=O)(=O)OC2CCCCC12 (configuration not stated)	-0.6%	-4%	-42%[20 µM]	1.3%	nt	-3%	-10%	-0.5%	-16%
CC1CCCC(NC(=O)CCn2c(=S)oc3ccccc32)C1C (configuration not stated)	nt	36%	7%	-0.8%	i	-13%	6%	-0.6%	0%
CC1CCCCN1Cc1c(O)ccc2c(=O)c(-c3ccccc3)coc12 (configuration not stated)	2.0%	27%	11%	-1.9%	nt	-9%	-12%	1.5%	-10%
COc1ccc(-c2cn3ccccc3n2)cc1OC	13%	24%	17%	-2.1%	i	6%	-73%	-0.4%	-86%
CCOCc1nnc(NC(C)=O)s1	-0.9%	1%	9%	0.2%	i	-5%	18%	0.1%	9%

A portion of the library, so the mix of outcomes need not match the whole.
